Vif inh – HIV Vif self-association inhibitors, primary screen, imaging, HEK293T, single point | HEK293T cells, Vif self-association by quenched fluorescence, 24 h | inhibition, % at 7.49 µM | 0.35% of 340,000 active | AID 602346, 2012; in the data active = inhibition above about 50%, passing the limit was not always enough; note: some results filed as inactive read as strong as hits
aDG glyco up – activators of alpha-DG glycosylation, primary screen, uHTS, Pro5-aDG cells, AlphaScreen | alpha-DG glycosylation AlphaScreen (IIH6); 0% Pro5, 100% B10-LARGE cell signal | activation, % at 10 µM | 0.22% of 360,000 active | AID 624168, 2012;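 active = activation of at least 8% versus controls, or a plate z-score of at least 8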;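 note: Pro5 are CHO cells carrying HIG-tagged alpha-DG that lacks glycosylation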
Exocytosis inh – LAMP-1 surface exposure blockers, TALL-104 cells – cell-based, flow cytometry, MLPCN library, primary screen; TALL-104 LAMP-1 surface exposure; cells stimulated with thapsigargin and PMA; inhibition, % at 10 µM; 0.66% of 360,000 active; AID 651702, 2012;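 active = inhibition above about 55%, limit read from the data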
CaV13 ICDI inh – Primary screen for inhibitors of IQ motif and Ca2+-dependent inactivation inhibitor domain binding in CACNA1D, Förster resonance energy transfer in living cells, …; inhibition, % at 12.3 µM; AID 743397; HEK cells, CFP/YFP FRET ICDI-IQ, plate reader, 10 min; percent FRET-ratio fall versus neutral wells; 0.098% of 340,000 active;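 active = mean replicate inhibition of at least 30% and at least 1% of replicates passing that level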;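 note: 0% = median of the neutral control wells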
H9c2 protect – cardioprotection against H2O2-induced cell death, primary screen, uHTS, H9c2 cells, ATPLite luminescence; H9c2 cardiomyocytes, H2O2 injury protection, 2 h; protection from H2O2 cell death, % at 20 µM; 0.63% of 360,000 active;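 active = compounds giving at least 50% protection of heart cells from peroxide-induced death in the single-dose screen, raw or plate-pattern-corrected value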;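 note: 0% = DMSO wells with peroxide and 100% = DMSO wells without peroxide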
N-glyco inh – increase of ERlucT glycosylation luciferase signal, primary screen, N-linked glycosylation inhibitor project, D54 ERlucT cells, luminescence, set 2; reporter increase, % at 12.5 µM; AID 588692, 2011; 0.23% of 360,000 active; D54 ERlucT glycosylation luciferase reporter, 24 h; percent of 100 nM tunicamycin response;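 active = mean luciferase reporter signal, scaled so untreated is 0 and the glycosylation-blocking control 100, at or above a set limit in every replicate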;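 note: luciferase carries N-glycosylation sites so blocking glycosylation raises the light; 0% = median of neutral control wells and 100% = median of 100 nM tunicamycin wells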
iPSC survival up – enhancers of single-cell hiPSC survival, primary screen, ATPlite luminescence; AID 602274, 2012; 100% = ROCK inhibitor wells, 0% = DMSO; 0.044% of 360,000 active; survival enhancement, % at 20 µM; in the data active = survival enhancement above about 18%;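 note: cells exposed to compounds for 16 hours before the ATP read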
PDI inh – inhibitors of human PDI, primary screen, biochemical, turbidity, single point, plate reader. AID 588391, 2011. 0.052% of 350,000 active. inhibition, % at 10 µM. PDI insulin aggregation turbidity, A650, 90 min. Protein disulfide-isomerase (Homo sapiens), P07237;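 active = mean inhibition across replicates of 30% or more, whatever share of single replicates reach that level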;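 note: absorbance from insulin aggregation driven by PDI reduction with DTT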
Target sequence (P07237 whole entry, looked up): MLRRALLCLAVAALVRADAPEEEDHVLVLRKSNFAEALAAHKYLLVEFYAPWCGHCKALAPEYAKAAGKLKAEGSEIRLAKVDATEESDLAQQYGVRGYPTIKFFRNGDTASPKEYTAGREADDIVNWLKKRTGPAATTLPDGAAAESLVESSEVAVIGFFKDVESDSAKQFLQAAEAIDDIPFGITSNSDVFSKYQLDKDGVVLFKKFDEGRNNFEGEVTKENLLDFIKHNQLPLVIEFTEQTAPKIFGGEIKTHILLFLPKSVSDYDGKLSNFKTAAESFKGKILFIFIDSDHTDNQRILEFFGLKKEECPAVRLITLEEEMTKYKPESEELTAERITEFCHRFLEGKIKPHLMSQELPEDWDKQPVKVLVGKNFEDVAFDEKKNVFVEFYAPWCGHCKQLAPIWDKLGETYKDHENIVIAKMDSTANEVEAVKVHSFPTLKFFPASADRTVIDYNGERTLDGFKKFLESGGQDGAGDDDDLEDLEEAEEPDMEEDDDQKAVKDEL
ABCB6 inh 2 – ABCB6 transporter inhibitors, primary screen, K562-ABCB6 cells, flow cytometry, MLPCN library; K562-ABCB6 porphyrin accumulation, 1 h; stronger effect = lower value; 0.19% of 360,000 active; ATP-binding cassette sub-family B member 6 (Homo sapiens), Q9NP58; fluorescence ratio to DMSO, % at 10 µM;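 active = fluorescence ratio to DMSO below 75%, the collection mean minus 3 SD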;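 note: signal is porphyrin accumulated inside mitochondria; 100% equals median channel fluorescence of DMSO control wells; lower ratio means ABCB6 inhibition with less porphyrin fluorescence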
HTR2A ag – mouse Htr2a agonists via beta-arrestin recruitment, primary screen, cell-based, luminescence | 5-hydroxytryptamine receptor 2A (Mus musculus), P35363 | CHO-K1 mHTR2A beta-arrestin complementation; percent of 30 µM serotonin response | activation, % at 7.6 µM | 0.66% of 360,000 active;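 active = activation above a run cutoff, the mean activation of all tested compounds plus 3 SD, cut at about 14% in these data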;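 note: 0% = plate median of compound wells and 100% = 30 µM serotonin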
Target sequence (P35363 whole entry, looked up): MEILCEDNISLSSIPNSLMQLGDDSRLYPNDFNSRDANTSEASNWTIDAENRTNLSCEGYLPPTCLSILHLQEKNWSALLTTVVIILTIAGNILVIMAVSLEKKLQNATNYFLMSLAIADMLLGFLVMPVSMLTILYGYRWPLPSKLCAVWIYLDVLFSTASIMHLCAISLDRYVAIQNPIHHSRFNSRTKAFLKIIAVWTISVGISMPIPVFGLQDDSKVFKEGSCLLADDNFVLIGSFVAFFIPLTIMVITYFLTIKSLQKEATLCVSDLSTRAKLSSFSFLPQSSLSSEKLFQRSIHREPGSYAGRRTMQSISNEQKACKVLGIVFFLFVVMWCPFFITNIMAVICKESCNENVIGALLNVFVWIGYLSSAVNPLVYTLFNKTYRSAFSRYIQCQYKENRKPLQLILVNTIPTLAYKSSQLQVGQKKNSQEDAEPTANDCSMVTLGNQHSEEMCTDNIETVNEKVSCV
Active calls of the source: *; nt = not tested or not shown.

SMILES	Vif inh	aDG glyco up	Exocytosis inh	CaV13 ICDI inh	H9c2 protect	N-glyco inh	iPSC survival up	PDI inh	ABCB6 inh 2	HTR2A ag
CCOC(=O)N1CCN(C(=O)CCCCCn2c(=S)[nH]c3ccsc3c2=O)CC1	17	0.0	-4	-2	3	2	1.8	5	100	5
CCn1c(=O)c(C(=O)CN2CCN(S(=O)(=O)c3cc(C)ccc3C)CC2)c(N)n(Cc2ccccc2)c1=O	-1	0.6	4	nt	1	2	6.0	3	104	-4
COc1ccc(N2CC(C(=O)N3CCN(C)CC3)CC2=O)cc1 (stereo not given)	8	-0.2	3	-3	-6	0	0.3	-17	99	4
COc1ccc(S(=O)(=O)NCCC(=O)N2CCCC2)cc1N(C)S(C)(=O)=O	-4	0.0	-4	-4	-4	2	-0.3	-3	94	0
O=C(CCOc1cccc(Br)c1)Nc1ccc(F)c(S(=O)(=O)N2CCOCC2)c1	0	0.6	1	-5	-16	-2	-0.5	-3	101	-8
CCC(=O)N1CCN(c2ccc(NC(=S)NC(=O)C(C)C)cc2)CC1	4	0.3	-1	-6	-1	0	1.1	-1	91	-1
NC(=O)C[C@@H]1N[C@]2(C(=O)Nc3ccccc32)[C@@H]2C(=O)N(c3cc(C(F)(F)F)ccc3Cl)C(=O)[C@H]12	6	0.0	0	-4	2	2	1.0	2	96	1
CCCCCC(=O)Nc1c2c(nc3ccccc13)CCC2	0	0.0	-1	-19	-1	-2	-0.1	1	114	1
Cc1cc(C)cc(NC(=O)c2sc3nc(C)cc(C)c3c2N)c1	-7	0.2	-6	-19	5	3	0.9	-3	98	5
CCC(=O)N1CCc2cc(S(=O)(=O)NC(Cc3ccccc3)C(=O)Nc3nccs3)ccc21 (stereo not given)	-14	-0.1	1	-12	14	2	-3.2	5	95	-1
CC(C)CC(N)c1csc(Nc2ccc(C(=O)c3ccccc3)cc2)n1 (stereo not given)	15	1.5	2	-7	-19	-4	-2.4	1	97	11
COc1cccc(-c2nc(CS(=O)(=O)CC(=O)NCCCN3C(C)CCCC3C)c(C)o2)c1 (stereo not given)	-8	-0.1	-14	-3	0	2	0.2	-7	100	-2
COc1ccc(OC)c(NC(=O)NC2CCCCCCC2)c1	2	-0.2	-3	-6	-1	-1	-0.3	7	93	-8
Cc1c(NC(=O)c2cc(-c3cccs3)nc3ccccc23)c(=O)n(-c2ccccc2)n1C	4	0.2	7	-15	18	-5	-2.2	-15	97	6
CC(=O)NC(c1ccccc1)c1nc(-c2ccc3ccccc3c2)cs1 (stereo not given)	-5	0.1	3	-12	-5	-5	-1.7	1	96	-3
CCn1c(SCC(=O)N2CCCCC2)nc2c([nH]c3ccccc32)c1=O	0	0.0	-9	-15	3	4	1.9	2	96	4
O=C(NCc1ccccc1)C1=C[C@H](c2ccc(C(F)(F)F)cc2)C[C@H](OCCCCO)O1	-1	0.5	9	-5	-4	0	2.1	5	100	0
CCOc1ccccc1OCCCC(=O)Nc1cc(S(=O)(=O)N2CCOCC2)ccc1OC	-12	0.2	-14	-5	5	-1	-2.1	4	93	-3
O=C(NC12CC3CC(CC(C3)C1)C2)C1CCCN1C(=O)NC1CCCCC1 (stereo not given)	15	0.3	0	nt	16	-1	-2.8	1	96	4
Cn1c(=O)c2[nH]c(CCC3CCCC3)nc2n(C)c1=O	-6	0.4	2	-6	2	6	-2.4	4	96	11

An excerpt from above, showing only iPSC survival up and CaV13 ICDI inh:
mol	iPSC survival up	CaV13 ICDI inh
COc1cccc(-c2nc(CS(=O)(=O)CC(=O)NCCCN3C(C)CCCC3C)c(C)o2)c1 (stereo not given)	0.2	-3
COc1ccc(OC)c(NC(=O)NC2CCCCCCC2)c1	-0.3	-6
Cc1c(NC(=O)c2cc(-c3cccs3)nc3ccccc23)c(=O)n(-c2ccccc2)n1C	-2.2	-15
CC(=O)NC(c1ccccc1)c1nc(-c2ccc3ccccc3c2)cs1 (stereo not given)	-1.7	-12

(listing goes on)
SMILES	Vif inh	aDG glyco up	Exocytosis inh	CaV13 ICDI inh	H9c2 protect	N-glyco inh	iPSC survival up	PDI inh	ABCB6 inh 2	HTR2A ag
CNC(=O)c1c(NC(=O)CS(=O)(=O)c2ccc(Cl)cc2)sc(C)c1C	-8	0.0	2	-7	-9	-1	1.4	-3	96	3
COc1ccc(N(C)C(=O)c2cn(CC(C)C)c(=O)c3cc(OC)c(OC)cc23)c(OC)c1	-5	0.1	5	-14	0	-1	0.2	-8	101	6
CC(C)CNS(=O)(=O)c1ccc(CCC(=O)NCc2ccco2)cc1	-1	-0.1	1	-5	2	-1	4.8	0	93	-1
CC[C@]12c3[nH]c4cc(-c5ccco5)ccc4c3CCN1C(=O)[C@@H](CC(=O)NC/C=C(\C)CCC=C(C)C)C[C@@H]2C(=O)N1CCN(C(=O)c2ccco2)CC1	16	0.5	18	nt	-19	0	-0.2	22	97	1
FC(F)(F)c1nnc2ccc(N3CCOCC3)nn12	1	-0.3	0	-2	40	0	0.9	8	88	0
Cc1ccc(S(C)(=O)=O)cc1C(=O)Nc1cccc(S(=O)(=O)N2CCCCCC2)c1	3	-0.1	0	-2	-1	-1	-0.4	3	94	5
COc1ccc(-c2cc(C(=O)N(C)CC(=O)Nc3ccccc3Cl)c3ccccc3n2)cc1OC	8	-0.2	-5	-2	49	-1	-0.4	2	96	13
COc1cc(/C=C/C(=O)O)cc(S(=O)(=O)Nc2cc(C(F)(F)F)ccc2N2CCOCC2)c1OC	9	-0.3	12	-2	6	-2	-0.4	21	100	2
COc1ccc2cc(C(=O)C3CCCN(C(=O)c4snnc4C)C3)ccc2c1 (stereo not given)	1	0.8	0	-2	-10	1	0.0	4	92	2
O=C1c2ccccc2S(=O)(=O)N1CC(O)COc1ccc(Cl)cc1 (stereo not given)	0	0.7	-2	-4	-3	1	-0.4	-46	85	4

Entries of single compounds, looked up by structure. Order of values: Vif inh, aDG glyco up, Exocytosis inh, CaV13 ICDI inh, H9c2 protect, N-glyco inh, iPSC survival up, PDI inh, ABCB6 inh 2, HTR2A ag
Record of FC(F)(F)c1nnc2ccc(N3CCOCC3)nn12 = 1, -0.3, 0, -2, 40, 0, 0.9, 8, 88, 0
Record of COc1ccc(-c2cc(C(=O)N(C)CC(=O)Nc3ccccc3Cl)c3ccccc3n2)cc1OC = 8, -0.2, -5, -2, 49, -1, -0.4, 2, 96, 13

The listing continues.
SMILES	Vif inh	aDG glyco up	Exocytosis inh	CaV13 ICDI inh	H9c2 protect	N-glyco inh	iPSC survival up	PDI inh	ABCB6 inh 2	HTR2A ag
COC(=O)c1c(NC(=O)COC(=O)CCS(=O)(=O)c2ccc(C)cc2)sc(C)c1C	3	0.0	6	-4	6	3	-0.8	16	99	-2
Cc1cc(C(=O)COc2ccc(F)cc2Br)c(C)n1C1CC1	-8	0.6	-4	-5	-16	-3	0.2	0	96	1
O=C(/C=C/c1ccco1)N(c1ccccn1)c1ccccn1	8	0.1	2	1	-1	2	-0.7	5	98	-3
O=C(Nc1ccc(F)cc1)c1cccc2c1C(=O)N(CC1CCCO1)C2 (stereo not given)	-8	0.1	-4	-10	6	-1	1.9	nt	100	1
COc1ccc(/C=N/Nc2ncnc3sc4c(c23)CCCC4)cc1O	-3	-0.2	2	-6	16	-4	5.5	-3	93	-2
CC1CCN(S(=O)(=O)CCNC(=O)c2ccccc2)CC1	-1	-0.2	18	-2	-2	0	-0.5	-9	99	-5
Cc1ccc(O)c(C2=NNC(O)(C(F)(F)F)C2)c1 (stereo not given)	-5	-0.1	-1	-3	-26	-2	3.5	4	94	9
COc1ccc2c(CC(=O)NNC(=O)c3cccs3)coc2c1	0	-0.3	0	-2	8	0	0.5	-1	99	-4
CN(C)c1ccc(-c2nnc(-c3cccnc3)o2)cc1	-1	0.0	2	-5	-7	-5	-0.5	-1	99	8
CCOC(=O)CN1C(=O)C(CC)Oc2ccc(Cl)cc21 (stereo not given)	-5	0.8	-4	-7	-1	-1	-1.3	-8	99	6
OC(C#CCN1CCOCC1)(c1ccccc1)C1CC1 (stereo not given)	9	0.0	0	-3	4	0	7.7	-3	96	-5
CCOc1ccc(NS(=O)(=O)c2cccc(C(=O)N3CCN(C/C=C/c4ccccc4)CC3)c2)cc1	0	1.5	-10	-6	-10	-6	0.1	8	102	-6
CC(=O)N(CCC(Cc1ccccc1)c1ccc2c(c1)OCO2)Cc1ccccc1F (stereo not given)	-5	0.2	-1	nt	-1	-1	0.5	2	97	-5
Cc1cccc(NC(=O)CSc2nc3ccccc3nc2N2CC(C)OC(C)C2)c1 (stereo not given)	0	-0.2	3	-3	-8	-5	-1.0	nt	82	-1
CN(C)c1ccc(O)c2c1CC1CC3C(N(C)C)C(=O)C(C(N)=O)=C(O)[C@@]3(O)C(=O)C1=C2O (stereo not given in full)	0	0.0	2	-5	2	-3	-3.8	0	105	1
COc1ccccc1NC(=O)CN(c1ccc(C23CC4CC(CC(C4)C2)C3)cc1)S(C)(=O)=O	nt	2.5	4	-6	-16	-7	0.1	5	99	1
Cc1c(C(=O)NN)nc2ccccn12	-2	2.1	-2	0	6	-1	-1.5	7	98	0
COCC(C)NC(=O)c1cccc(Cl)c1 (stereo not given)	-4	-0.1	0	nt	8	1	-0.3	-1	92	3
CCN(CC(=O)NCc1cccs1)C(=O)C(c1ccccc1)c1ccccc1	-13	0.0	-18	-2	1	-3	0.7	9	99	4
CCOc1ccccc1-c1nc(CN2CCCC2c2nccs2)c(C)o1 (stereo not given)	-4	0.6	-2	-7	8	1	3.3	3	101	-4
COc1cc(NC(=O)c2cc(-c3cccc(O)c3)on2)cc(OC)c1OC	-13	-0.2	6	-4	22	7	-2.4	nt	94	9
COc1ccc(C(=O)c2c[nH]c(C(=O)NCC3CCCO3)c2)cc1 (stereo not given)	-10	-0.1	-1	-5	3	0	-4.3	-5	97	0
COc1ccc(Br)cc1CN(C)CC(=O)Nc1c(Cl)cccc1Cl	0	0.0	-2	-8	-5	-1	0.5	-2	99	-6
COc1ccc(C(=O)NC2CCCCC2)cc1S(=O)(=O)N1CCOCC1	-44	0.0	-3	-2	-7	-1	0.3	0	89	0
CCC(C)NC(=O)c1c(-c2cc(Cl)c(OC)c(Cl)c2)noc1C (stereo not given)	14	-0.2	-10	-4	-2	0	0.1	-1	105	3
CN(CC(=O)N1CCN(c2cccc(Cl)c2)CC1)S(=O)(=O)c1cnc[nH]1	4	-0.1	0	-3	2	-2	-1.3	6	94	2
CN(C)C(=O)C(=O)c1c(-c2ccccc2)cc2ccccn12	-4	0.1	-6	-1	12	1	-0.3	4	104	5
O=C(Nc1ccccc1)Nc1n[nH]c2nnc(-c3ccccc3)c(-c3ccccc3)c12	2	0.2	14	-6	-14	3	-0.4	8	84	8
Cn1c(=O)c2c(SCC(=O)NCC3CCCO3)nc(-c3ccccc3Cl)nc2n(C)c1=O (stereo not given)	4	0.5	-2	nt	20	-3	-0.4	-1	92	3
O=C(COC(=O)c1cc[n+]([O-])cc1)Nc1ccc(Cl)cc1C(F)(F)F	5	-0.2	2	nt	-2	1	-0.4	-1	96	-3
Cc1ccccc1NC(=O)Cc1cccc(C(F)(F)F)c1	7	-0.3	-3	-19	4	-2	-0.7	-8	98	5

Screening data (PubChem)
